# Cneo AK release: Cryptococcus neoformans lysis via adenylate kinase release; C. neoformans lysis, adenylate kinase release luminescence, 4 h; normalised: neutral wells 0, clomiphene wells 100; lysis activity, % at 15 µM; hit rate 0.2% among 360,000; AID 651654;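 active = mean lysis activity across replicates of at least 80%, whatever share of replicates individually reach that level; inactive = mean lysis activity below 80%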
#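 Assay system: C. neoformans cells. Amount: yeast cell density of 5 × 10^6 cells/mL. Technique: AK luminescence. Buffer or medium: YPD. Times: static 4 h at 37 °C with compound, 1 h detection. Dosing: single-point compound dose. Read-out: lysis from increased AK signal.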
# Xi reactivation: X-chromosome reactivation activator; XiGFP mouse fibroblasts, % GFP-positive cells imaging, 3 d; cells co-treated with 5-aza-dC sensitizer; scaled so ellipticine positive control = 100%; activation, % at 7.58 µM; hit rate 0.055% among 360,000;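 active = mean normalized replicate activation at least 10% and every replicate at or above 10%; inconclusive = only one of the two criteria met; inactive = mean below 10% and not all replicates reach 10%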;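 also: 0% = median of on-plate neutral control wells and 100% = ellipticine 6 µM median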
#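 Schedule: 3 d treatment, 15 min room-temperature fixation; system: 68-5-11 XiGFP fibroblast line; buffer or medium: DMEM plus 5-aza-dC sensitizer; control set: ellipticine 6 µM positive control; compound: one concentration, pinned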
# LGR2 antag: blocks bursicon-induced cAMP signaling via Drosophila LGR2 | HEK293 LGR2, CRE-luciferase, bursicon-stimulated, 4 h | inhibition, % at 9.99 µM | hit rate 0.35% among 380,000 | AID 720647;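 active = drop in luminescence signal, shown as inhibition above about 50% in the replicate tests, limit read from the data, passing the limit was not always enough; inconclusive = probably only some replicates passing the limit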;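 also: agonist challenge used bursicon conditioned medium at about half maximal strength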
# ERAP1 HTS inh: blocks human ERAP1 aminopeptidase activity | recombinant ERAP1, Leu-AMC fluorescence, 60 min | inhibition, % at 10.7 µM | hit rate 0.15% among 340,000;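 active = mean replicate inhibition of at least 30%, or all replicates individually reaching that 30% level; inactive = mean below 30% and not every replicate reaching it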;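 also: 0% = neutral control wells and 100% = L-leucinethiol positive control wells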
# C2C12 statin: suppression of simvastatin myotoxicity; C2C12 myotubes + simvastatin, ATP luminescence, 48 h; scaled: DMSO 0, geranylgeraniol control 100; rescue of ATP level, % at 7.49 µM; hit rate 0.78% among 330,000;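 active = mean ATP rescue above about 67%, or every replicate alone reaching that limit, limit read from the data, passing the limit was not always enough; inconclusive = no clear call, values can overlap the other calls; inactive = mean under the limit and some replicate under it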;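 also: myotubes were challenged with 10 µM simvastatin during compound exposure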
# S100A4 inh HTS: S100A4-myosin IIA interaction inhibition; P26447; S100A4/TAMRA-MyoIIA peptide fluorescence polarization; inhibition, % at 10.7 µM; hit rate 0.14% among 360,000; AID 652163;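 active = mean inhibition of at least 70% across replicates, with every replicate also reaching that level; inconclusive = mean inhibition reaches 70% but some replicates fall short; inactive = mean inhibition below 70%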
# Target sequence (P26447 whole entry, looked up): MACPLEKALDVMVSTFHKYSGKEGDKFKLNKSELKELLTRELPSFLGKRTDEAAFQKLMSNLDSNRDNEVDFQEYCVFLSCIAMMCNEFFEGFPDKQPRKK
#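 assay system = human S100A4 monomer with TAMRA-labelled myosin IIA peptide | also added = labelled myosin peptide probe, 5 nM | incubation = 5 min between mix addition and reading | control set = DMSO and TFP controls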
# SIRT5 block: blocks human SIRT5 desuccinylation of peptide | Q9NXA8 | Purified SirT5, succinyl-peptide AMC, trypsin-coupled fluorescence | inhibition, % at 15 µM | hit rate 1.1% among 330,000 | AID 652115; in the data active = inhibition above about 15%; inconclusive = no clear call, values can overlap the other calls
# Target sequence (Q9NXA8 whole entry, looked up): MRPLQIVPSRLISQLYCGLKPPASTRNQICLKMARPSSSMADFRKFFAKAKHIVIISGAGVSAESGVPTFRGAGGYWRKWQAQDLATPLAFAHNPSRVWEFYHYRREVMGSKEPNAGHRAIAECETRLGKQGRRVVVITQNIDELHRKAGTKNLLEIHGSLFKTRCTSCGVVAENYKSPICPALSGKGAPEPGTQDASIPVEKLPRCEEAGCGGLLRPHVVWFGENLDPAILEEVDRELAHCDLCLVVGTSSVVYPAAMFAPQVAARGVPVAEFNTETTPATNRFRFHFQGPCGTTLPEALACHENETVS
# PGC1a acetyl inh: modulators of PGC1a acetylation; U2OS PGC1a acetylation, AlphaScreen anti-acetyl-lysine; with virally co-expressed GCN5 acetyltransferase; inhibition, % at 15.6 µM; hit rate 0.17% among 350,000; AID 651687;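 active = every replicate shows inhibition of at least 40%; inconclusive = mean inhibition at least 40% but some replicate below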;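 also: 0% = neutral control wells and 100% = positive control wells; some results beyond the cut were filed as inactive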
# An asterisk follows results filed as active; ? = inconclusive; . = not tested or not shown. Not all compounds are listed (hit frequency here may not be typical).
nr	smiles	Cneo AK release	Xi reactivation	LGR2 antag	ERAP1 HTS inh
1	COc1ccc(CCNC(=O)C(=O)NCC2OCCN2S(=O)(=O)c2ccc(OC)c(OC)c2)cc1 (centres undefined)	5	0.5	9	-2
2	C[C@@H]1CN([C@@H](C)CO)C(=O)Cc2cc(NC(=O)c3ccncc3)ccc2O[C@H]1CN(C)Cc1ccc2c(c1)OCO2	-1	-0.1	6	3
3	COc1ccc(-n2c(SCC(=O)Nc3ccc4c(c3)OCO4)nc3c(c2=O)SCC3)cc1	8	0.0	-7	2
4	CC[C@H](C)[C@H](NC(N)=O)C(=O)Nc1ccc(OC)c(Cl)c1	1	0.0	22	.
5	CC(=O)Nc1ccc(NC(=O)CSc2ccc(C(F)(F)F)cc2[N+](=O)[O-])cc1	.	0.0	-6	6
6	C=C(C)C1(O)OC(=O)C=C1OC (centres undefined)	-1	.	.	4
7	CCCC(=O)Nc1ccc2c(c1)C(=O)N(C)C[C@H](OC)[C@@H](C)CN(C(=O)c1cccnc1)[C@@H](C)CO2	82*	-0.1	6	0
8	CCc1nc(N2CCN(C(C)=O)CC2)c2c3c(sc2n1)CC(C(C)(C)C)CC3 (centres undefined)	-1	-0.1	-18	-1

nr	C2C12 statin	S100A4 inh HTS	SIRT5 block	PGC1a acetyl inh
1	-2	6	-1	13
2	-31	4	2	-8
3	11	1	-5	.
4	-2	-5	.	.
5	.	-7	3	1
6	-6	2	.	2
7	-6	-9	-7	-3
8	-3	-8	3	-12

# Continued.
nr	smiles	Cneo AK release	Xi reactivation	LGR2 antag	ERAP1 HTS inh
9	Cc1ccc(S(=O)(=O)Nc2ccc3c(c2)C(=O)N([C@H](C)CO)C[C@H](C)[C@@H](CN(C)CC2CCCCC2)OCCCC[C@@H](C)O3)cc1	-9	0.5	-4	1
10	CCCCN(C(=O)c1ccc(N2CCCC2=O)cc1)c1c(N)n(CC(C)C)c(=O)[nH]c1=O	1	0.0	0	-4
11	Cc1ccc(N2CCN(S(=O)(=O)N3CCCCC3)CC2)cc1Cl	0	0.3	-7	0
12	FC(F)(F)c1cccc(N2CCN(CC3CC4C=CC3C4)CC2)c1 (centres undefined)	6	.	-1	.
13	Cc1ccccc1C(=O)OCn1nnc2ccccc2c1=O	1	-0.1	3	6
14	C[C@@H]1CN([C@H](C)CO)C(=O)c2cc(/C=C/c3ccccc3)cnc2O[C@@H]1CN(C)Cc1cccnc1	1	0.6	15	1
15	CCN1CCN(c2sc(S(=O)(=O)CC)nc2S(=O)(=O)c2ccc(C)cc2)CC1	2	-0.1	16	-2
16	C[C@@H]1CN([C@@H](C)CO)C(=O)c2cc(NC(=O)Nc3cccc4ccccc34)ccc2O[C@@H](C)CCCCO[C@H]1CN(C)S(=O)(=O)c1cccs1	-1	-0.6	11	.

nr	C2C12 statin	S100A4 inh HTS	SIRT5 block	PGC1a acetyl inh
9	.	12	0	4
10	0	24	-3	.
11	-16	61	6	8
12	-20	.	.	8
13	-3	-1	8	3
14	11	10	-6	?
15	3	21	.	.
16	-27	.	.	-6

# Continuation:
nr	smiles	Cneo AK release	Xi reactivation	LGR2 antag	ERAP1 HTS inh
17	COc1ccc(NC(=O)N(C)C[C@H]2OCc3cn(nn3)CCCC(=O)N([C@H](C)CO)C[C@H]2C)cc1	-19	0.0	6	0
18	CC(=O)C1=C(C)NC(=O)CC1c1ccc(F)cc1 (centres undefined)	0	0.5	.	2
19	CCN1C(=O)[C@@H]2[C@@H](c3ccc(SC4CCCCC4)cc3)N3CCC[C@@]3(C(=O)OC)[C@@H]2C1=O	0	0.0	.	-4
20	COC(=O)c1ccccc1NC(=S)N(Cc1ccc2c(c1)OCO2)Cc1cc2cc(C)ccc2[nH]c1=O	-3	0.1	-1	2
21	CN1C(=O)c2cc(NC(=O)C3CC3)ccc2OC[C@@H]2O[C@H](CC(=O)NCc3cccc(F)c3)CC[C@@H]21	-2	-0.2	-19	.
22	COc1ccc(OC)c(NC(=O)C2CCCN(S(C)(=O)=O)C2)c1 (centres undefined)	-1	0.1	0	-1
23	COC(=O)c1ccc(OC)c(CN2CCCN(Cc3ccc(F)cc3)S2(=O)=O)c1	-16	0.0	25	-3
24	Cc1ccc(S(=O)(=O)CC(=O)NCc2ccc(Cl)cc2)cc1	0	0.5	1	-1

nr	C2C12 statin	S100A4 inh HTS	SIRT5 block	PGC1a acetyl inh
17	-1	-4	-4	9
18	9	0	0	.
19	11	-7	7	0
20	34	-4	0	-15
21	-4	.	.	13
22	9	4	.	7
23	-11	-3	-2	.
24	0	3	-3	.

# Next records:
nr	smiles	Cneo AK release	Xi reactivation	LGR2 antag	ERAP1 HTS inh
25	COc1ccccc1C(CNC(=O)c1cccc(NS(=O)(=O)c2ccc(C)c(F)c2)c1)N(C)C (centres undefined)	1	-0.1	-12	3
26	O=C(O)CNc1nc(-c2ccccc2)nc2c1oc1ccccc12	.	0.3	18	-4
27	Cc1ccccc1-c1cc(C(=O)NCc2cccc(Br)c2)nn1CC1CC(c2cccc([N+](=O)[O-])c2)=NO1 (centres undefined)	-2	0.1	6	.
28	COCC(=O)Nc1ccc2c(c1)[C@@H]1C[C@H](CC(=O)N3CCN(C)CC3)O[C@H](CO)[C@@H]1O2	0	0.0	4	.
29	O=C(O)c1cccc(CN2C(=O)c3ccccc3C2=O)c1	0	-0.1	-24	1
30	CCNC(=O)C1CCCN(C(=O)c2ccco2)CC1 (centres undefined)	4	0.0	-4	6
31	Oc1ccc(N=Cc2ccc(-c3cccs3)s2)cc1	0	.	59*	.
32	CN(C)C(=O)C[C@@H]1CC[C@H]2[C@@H](COc3ccc(NC(=O)C4CC4)cc3C(=O)N2C)O1	5	0.3	5	.

nr	C2C12 statin	S100A4 inh HTS	SIRT5 block	PGC1a acetyl inh
25	2	42	-2	.
26	.	-2	7	-7
27	-12	-10	.	.
28	-7	.	.	1
29	5	-4	-1	4
30	-2	5	-2	.
31	-9	.	.	-10
32	15	17	-3	1

# The listing continues:
nr	smiles	Cneo AK release	Xi reactivation	LGR2 antag	ERAP1 HTS inh
33	CC(NCc1ccc(OCC(N)=O)cc1)C12CC3CC(CC(C3)C1)C2 (centres undefined)	-1	0.2	-3	-2
34	Cc1cc(C)n(CCNC(=O)c2ccco2)n1	-5	0.0	-3	1
35	C=CCN(C(=O)c1csnn1)C(C(=O)NC1CCCC1)c1ccc(Cl)cc1 (centres undefined)	3	0.0	0	2
36	O=S(=O)(Oc1ccccc1)c1ccc(Cl)c(Cl)c1	-3	0.3	-19	-1
37	CCOC(=O)CNNC(=O)Nc1ccc(Cl)c(Cl)c1	-6	0.0	0	.
38	COC(=O)CSc1nc(C)cc(C)n1	1	0.0	-11	-6
39	COc1cc(/C=C/C(=O)NCc2nc3ccccc3[nH]2)cc(OC)c1OC	-1	0.1	-10	.
40	CCOC(=O)C(C#N)=CN1CCN(C(=O)CCCl)c2ccccc21	6	0.2	3	1

nr	C2C12 statin	S100A4 inh HTS	SIRT5 block	PGC1a acetyl inh
33	-14	-1	-2	.
34	-31	32	-3	23
35	18	0	-3	.
36	10	-3	-5	4
37	0	.	.	1
38	10	-1	-1	-31
39	-13	-6	0	-22
40	9	-8	.	-3

# (list continues)
nr	smiles	Cneo AK release	Xi reactivation	LGR2 antag	ERAP1 HTS inh
41	C[C@H]1CN([C@@H](C)CO)S(=O)(=O)c2ccc(C#Cc3ccc(F)cc3)cc2O[C@@H]1CN(C)C(=O)NC1CCCCC1	-5	0.0	37	2
42	COc1cccc(S(=O)(=O)N[C@@H]2C=C[C@@H](CC(=O)NCc3ccc(F)cc3)O[C@H]2CO)c1	-1	-0.1	16	-2
43	O=C(Nc1ccc2c(c1)[C@@H]1C[C@H](CC(=O)N3CCCCC3)O[C@@H](CO)[C@@H]1O2)NC1CCCCC1	.	0.3	18	1
44	CCOC(=O)N1CCN(C(=O)c2ccc([N+](=O)[O-])cc2Cl)CC1	1	0.0	0	-2
45	CO[C@H]1CN(C)C(=O)c2cc(NC(=O)NC(C)C)ccc2OC[C@@H](C)N(C(=O)CC2CC2)C[C@@H]1C	0	-0.4	10	0
46	O=C(C[C@H]1CC[C@@H]2[C@H](COC[C@@H](O)CN2S(=O)(=O)c2cccc(Cl)c2)O1)N1CCCCC1	-3	0.0	-1	.
47	CCn1c(SCC(=O)N(C)CC(=O)Nc2ccc(OC)cc2)nnc1-c1ccco1	-2	0.1	6	-4
48	COc1ccccc1/C=C/C(=O)OCC(=O)Nc1ccccc1Sc1ccccc1	.	-0.1	-7	-2
49	O=C(NC1CCS(=O)(=O)C1)c1cccc(Cl)c1 (centres undefined)	4	-0.1	-13	-1
50	O=C(C[C@@H]1CC[C@@H]2[C@H](COC[C@@H](O)CN2Cc2nccs2)O1)NCc1ccc(Cl)cc1	1	0.1	-10	1
51	COc1cccc(/C=C2\SC(=S)N(CCCC(=O)N(CCO)c3ccccc3)C2=O)c1	-2	0.4	19	1

nr	C2C12 statin	S100A4 inh HTS	SIRT5 block	PGC1a acetyl inh
41	-5	8	18*	11
42	13	6	1	2
43	.	16	4	3
44	14	-4	-2	4
45	6	-2	20*	3
46	-8	.	.	-2
47	11	-5	-3	3
48	.	1	18*	.
49	6	-7	-1	.
50	-1	15	-1	-5
51	.	0	0	.
